APOBEC3A inh: APOBEC3A ssDNA deaminase inhibitors, primary screen, selectivity assay for APOBEC3G inhibitor project, biochemical, FAM/TAMRA oligo cleavage fluorescence; DNA dC->dU-editing enzyme APOBEC-3A (Homo sapiens), P31941; recombinant A3A, FAM/TAMRA ssDNA deamination fluorescence; inhibition, % at 20 µM; actives 0.41% (n = 330,000); AID 493011, 2011;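 active = at least 40% inhibition at 20 µM here, with at most 30% in a related deaminase screen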;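 also: plate controls were A3A with DMSO for no effect and wells lacking A3A enzyme for full effect; some results filed as inactive read as strong as hits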
ATG4B inhibitor: ATG4B protease inhibitors, primary screen, biochemical, fluorescence, uHTS | Cysteine protease ATG4B (Homo sapiens), Q9Y4P1 | ATG4B cleavage of LC3-PLA2, NBD-HPC fluorescence, 1 h | AID 504462, 2011 | inhibition, % at 8.33 µM | actives 0.51% (n = 340,000); in the data active = inhibition above about 40%
Target sequence (Q9Y4P1 whole entry, looked up): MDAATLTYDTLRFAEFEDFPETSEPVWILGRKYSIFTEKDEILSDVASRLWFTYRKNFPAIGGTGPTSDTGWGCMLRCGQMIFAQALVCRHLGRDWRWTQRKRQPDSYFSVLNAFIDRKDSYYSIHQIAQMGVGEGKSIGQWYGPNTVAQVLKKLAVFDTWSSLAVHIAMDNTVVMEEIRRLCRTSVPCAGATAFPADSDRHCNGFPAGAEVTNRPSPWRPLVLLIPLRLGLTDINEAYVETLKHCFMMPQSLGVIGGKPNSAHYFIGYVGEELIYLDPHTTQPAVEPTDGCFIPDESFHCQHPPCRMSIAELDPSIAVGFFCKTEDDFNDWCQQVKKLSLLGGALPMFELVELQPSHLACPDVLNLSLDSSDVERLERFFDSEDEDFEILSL
mIAP inh: inhibitors of mouse IAP, primary screen, biochemical, luminescence, uHTS | intestinal alkaline phosphatase [Mus musculus] | purified mouse IAP, CDP-Star luminescence, 30 min | inhibition, % at 10 µM | actives 0.2% (n = 330,000);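 active = inhibition of at least 40% at 10 µM in the primary screen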;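 also: plate controls were DMSO with enzyme for no effect and no enzyme wells for full effect; values of inactives mirror those of a sister screen read the other way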
HKDC1 inhibitor: HKDC1 hexokinase inhibitors, primary screen, biochemical, fluorescence, uHTS; inhibition, % at 20 µM; recombinant HKDC1, G6PDH/diaphorase resazurin coupled fluorescence; Q2TB90; actives 0.16% (n = 340,000);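 active = inhibition above about 35% when tested at 20 µM, limit read from the data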;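 also: plate controls were DMSO wells with enzyme for no effect and DMSO wells lacking enzyme for full effect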
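Assay system: in-house recombinant HK5 (HKDC1) enzyme. Input: HKDC1 at 5 µg/mL. Medium: Tris pH 8.0 buffer with MgCl2, Tween-20, BSA, BME. Dosing: single 20 µM dose. Schedule: 90 min reaction incubation at room temperature, dark. Signal: resazurin-to-resorufin fluorescence via G6PDH and diaphorase coupling, 525/613 nm. Controls: DMSO-enzyme wells negative, buffer-substituted wells positive.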
PfGluPho inh: PfG6PD enzyme inhibitors, primary screen, biochemical, fluorescence intensity, uHTS | PfGluPho enzyme, NADPH resazurin-diaphorase fluorescence | actives 0.78% (n = 350,000) | glucose-6-phosphate dehydrogenase-6-phosphogluconolactonase (Plasmodium falciparum 3D7) | inhibition, % at 20 µM | AID 504690, 2011;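 active = inhibition reaching at least a set limit at 20 µM in the primary screen, cut at about 59% in these data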;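 also: 0% = DMSO wells with substrate and 100% = DMSO wells lacking glucose-6-phosphate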
hIAP act: human IAP activators, primary screen, biochemical, luminescence, uHTS; Intestinal-type alkaline phosphatase (Homo sapiens), P09923; purified human IAP, CDP-Star luminescence, 30 min; active compounds read high; 1 = vehicle-only enzyme, 0 = enzyme-free background; activation factor at 10 µM; actives 0.16% (n = 330,000);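 active = activation factor of the enzyme at least 2-fold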; also: the source names both 10 and 20 µM as test concentration; values of inactives mirror those of a sister screen read the other way
Target sequence (P09923 whole entry, looked up): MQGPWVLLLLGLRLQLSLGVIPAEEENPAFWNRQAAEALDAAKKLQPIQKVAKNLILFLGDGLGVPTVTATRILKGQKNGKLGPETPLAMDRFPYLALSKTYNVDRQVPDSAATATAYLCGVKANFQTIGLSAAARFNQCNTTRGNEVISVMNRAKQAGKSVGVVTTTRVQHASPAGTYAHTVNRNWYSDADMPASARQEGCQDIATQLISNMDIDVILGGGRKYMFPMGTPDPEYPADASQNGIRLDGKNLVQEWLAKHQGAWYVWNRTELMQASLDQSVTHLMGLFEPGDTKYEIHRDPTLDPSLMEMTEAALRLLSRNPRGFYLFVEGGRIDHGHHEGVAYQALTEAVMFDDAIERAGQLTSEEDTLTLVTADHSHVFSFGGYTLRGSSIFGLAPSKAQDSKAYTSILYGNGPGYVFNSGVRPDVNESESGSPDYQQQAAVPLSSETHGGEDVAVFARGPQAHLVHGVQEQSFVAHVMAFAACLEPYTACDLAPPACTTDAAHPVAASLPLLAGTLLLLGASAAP
hIAP block: human IAP inhibitors, primary screen, biochemical, luminescence, uHTS; Intestinal-type alkaline phosphatase (Homo sapiens), P09923; purified IAP, CDP-Star luminescence, 30 min; inhibition, % at 10 µM; actives 0.12% (n = 330,000);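 active = inhibition reaching a set limit with compound at 10 µM in the primary screen, cut at about 35% in these data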;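 also: plate controls were DMSO wells with enzyme for no effect and no-enzyme buffer wells for full effect; values of inactives mirror those of a sister screen read the other way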
mIAP act: activators of mouse IAP, primary screen, biochemical, luminescence, uHTS; intestinal alkaline phosphatase [Mus musculus]; actives 0.24% (n = 330,000); activation factor at 10 µM; muIAP, CDP-Star luminescence, 30 min; active compounds read high; 1 = vehicle-only enzyme signal, 0 = enzyme-free wells;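 active = activation factor of at least 2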; also: the source names both 10 and 20 µM as test concentration; values of inactives mirror those of a sister screen read the other way
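Assay system: mouse IAP enzyme; reagent: chemiluminescent substrate CDP-Star; dosing: test compounds delivered from DMSO solution; schedule: 30 min at room temperature; measured by: luminescence from enzymatic CDP-Star hydrolysis; controls: DMSO-only wells and no-enzyme negative control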
Starred values were filed as active, the others as inactive.

SMILES	APOBEC3A inh	ATG4B inhibitor	mIAP inh	HKDC1 inhibitor	PfGluPho inh	hIAP act	hIAP block	mIAP act
O=C(CSc1nnc(-c2cccnc2)n1-c1ccccc1)N1CCN(c2ccc(F)cc2)CC1	-2.0	-17.1	4.0	0.2	5.7	1.06	-6.0	0.96
CCOCCCNC(=O)C(NC(=O)c1ccc2c(c1)OCO2)c1ccccc1 (configuration not stated)	-2.0	-9.2	-3.9	-4.5	-2.2	0.988	1.2	1.04
O=C(CSc1cccc[n+]1[O-])Nc1cc(Cl)ccc1[N+](=O)[O-]	0.2	-4.0	1.3	-10.4	12.4	1.07	-6.7	0.987
COc1ccc(C2C(C(=O)N3CCN(c4ccccc4)CC3)c3ccccc3C(=O)N2C)cc1OC (configuration not stated)	-0.9	-11.5	0.5	-1.0	4.6	1.12	-11.6	0.995
CCN1C(=O)[C@H]2[C@@H](c3ccc(-c4ccc(OC)cc4)c(OC)c3)N[C@@](Cc3ccccc3)(C(=O)OC)[C@H]2C1=O	1.2	-11.6	6.8	4.9	21.1	0.936	6.4	0.932
COc1cc(C#N)c(NC(=O)CN2CCN(CCO)CC2)cc1OC	-5.6	-3.1	-12.7	-3.9	-6.0	1.03	-2.7	1.13
CCN(CC)C(=O)OCc1c(-c2cccc(OC)c2)ncc2ccccc12	-0.8	-1.0	9.2	0.4	-23.5	0.953	4.7	0.908
S=c1[nH]nc(COc2cccc3ccccc23)n1Cc1ccccc1	0.6	-0.4	-9.7	4.1	5.0	1.22	-21.5	1.1
Cc1ccccc1N=C1c2ccccc2C(=O)C1[N+](=O)[O-] (configuration not stated)	3.2	-4.4	8.8	-4.2	-1.2	1.05	-5.1	0.912
COc1ccc(-c2nc(SCc3ccccc3)n(C(=O)c3ccco3)n2)cc1	8.6	22.6	10.7	17.1	7.7	1.05	-5.2	0.893
O=C(c1ccc(F)cc1F)N1CCCC(c2nc(-c3ccc(F)cc3)no2)C1 (configuration not stated)	2.1	5.2	5.7	-3.7	3.9	0.894	10.6	0.943
O=C(c1ccc(-c2nc3ccccc3s2)s1)N1CCOCC1	-1.7	-13.4	-2.9	9.9	-3.0	0.959	4.1	1.03
Cc1cc(C(F)F)n2nc(C(=O)O)nc2n1	-4.5	-8.7	4.8	-4.1	3.2	0.996	0.4	0.952
CCc1cc(C(=O)c2ccccc2)c(N)s1	-3.9	-5.2	18.2	0.2	-7.2	1.03	-3.5	0.818
Cc1cc(C)nc(N2CCC(C(=O)NC3CCCCCC3)CC2)n1	0.0	-9.3	13.1	-14.3	1.1	0.966	3.4	0.869
CCOC(=O)CCc1c(C)c2ccc(OC(C)C(=O)OCC)c(C)c2oc1=O (configuration not stated)	-3.2	0.3	0.6	-3.1	1.1	0.923	7.7	0.994
CC(C)Oc1ccc(C(=O)OCC(=O)c2ccc[nH]2)cc1	3.0	-10.7	24.8	-3.7	6.7	1.22	-21.5	0.752
CCOc1cc(C(=O)Nc2nnc(S(=O)(=O)N3CCOCC3)s2)cc(OCC)c1OCC	1.1	0.6	9.8	-1.4	-7.9	1.06	-5.6	0.902
COc1cc(NC(=O)c2cccnc2SC)cc(OC)c1	5.6	-10.6	-5.9	-2.8	-0.6	1.01	-1.2	1.06
Cc1ccc(C(C)C)c(OCC(=O)OCC(=O)NC2CCS(=O)(=O)C2)c1 (configuration not stated)	-2.8	5.3	2.3	-3.3	-5.9	1.09	-9.4	0.977
O=C(COC(=O)Cc1ccc(Cl)cc1Cl)NC1CC1	0.0	-3.7	-12.6	-8.3	2.8	0.865	13.5	1.13
CCn1cc(/C=N\NC(=O)C2(C)CC2(Cl)Cl)c(C)n1 (configuration not stated)	0.2	-1.5	-3.1	-11.4	-8.1	0.998	0.2	1.03
CCCC(C(=O)Nc1nccs1)c1ccccc1 (configuration not stated)	-6.9	-3.4	-3.0	-2.5	3.3	1.09	-8.6	1.03
CC(C)Cn1c(-c2ccccc2F)n[nH]c1=S	-4.6	-4.9	-12.9	-4.6	53.8	1.44	-44.2	1.13
CN1CCN(c2ccccc2NC(=O)Cc2ccc(Cl)cc2)CC1	0.5	0.1	-6.8	-10.5	-4.8	0.946	5.4	1.07
O=C(CSc1cc(Cl)ccc1Cl)NCC(=O)Nc1ccc(F)c(F)c1F	-2.5	-8.7	-8.4	0.7	6.0	0.972	2.8	1.08
COc1ccc(S(=O)(=O)N2CCN(C)CC2)cc1NC(=O)c1ccccc1C	1.0	-4.5	-7.3	-2.7	-5.4	0.966	3.4	1.07
CC(C)OC(=O)c1nnc(Cc2ccc(F)cc2)o1	0.0	-6.1	5.4	-0.2	-6.0	0.95	5.0	0.946
Cc1c(-c2cccs2)[n+](=O)c2c(n1[O-])CCC2	-5.4	-8.1	-1.6	-7.8	13.5	1.34	-33.6	1.02
COc1ccc(-c2cc(C(F)(F)F)nc(SCc3cccc(C(=O)O)c3)n2)cc1	3.3	43.6*	10.2	-1.6	-41.4	1.3	-29.9	0.898
CC1CC(C)CN(C(=O)C2CCN(S(=O)(=O)c3cccc4cccnc34)CC2)C1 (configuration not stated)	-1.5	10.4	1.1	-4.6	-2.8	1.21	-21.0	0.989
O=[N+]([O-])c1cc(Cl)ccc1NCCNS(=O)(=O)c1ccccc1	1.1	10.3	22.5	-7.3	4.2	0.998	0.2	0.775
CC(=O)Nc1ccc(OCc2ccc(S(=O)(=O)Cc3ccccc3)cc2)cc1	2.6	-1.8	6.3	-10.0	6.4	1	-0.2	0.937
Cc1cccc(C)c1NC(=O)NCc1ccco1	-1.6	4.8	-1.4	-2.0	-5.2	0.99	1.0	1.01
COc1ccc(NS(=O)(=O)c2cc(NC(=O)COc3ccc(OC)cc3)ccc2N2CCOCC2)cc1	2.3	-9.7	-2.0	-0.9	4.5	0.919	8.1	1.02
CSc1nccn1CC(=O)Nc1ccc(F)cc1	0.6	2.3	1.7	-7.5	3.2	1.04	-3.9	0.983

3 of the entries above in order of their number in ATG4B inhibitor, largest number first:
SMILES	APOBEC3A inh	ATG4B inhibitor	mIAP inh	HKDC1 inhibitor	PfGluPho inh	hIAP act	hIAP block	mIAP act
CC1CC(C)CN(C(=O)C2CCN(S(=O)(=O)c3cccc4cccnc34)CC2)C1 (configuration not stated)	-1.5	10.4	1.1	-4.6	-2.8	1.21	-21.0	0.989
CCOC(=O)CCc1c(C)c2ccc(OC(C)C(=O)OCC)c(C)c2oc1=O (configuration not stated)	-3.2	0.3	0.6	-3.1	1.1	0.923	7.7	0.994
CC(=O)Nc1ccc(OCc2ccc(S(=O)(=O)Cc3ccccc3)cc2)cc1	2.6	-1.8	6.3	-10.0	6.4	1	-0.2	0.937

(cont.)
SMILES	APOBEC3A inh	ATG4B inhibitor	mIAP inh	HKDC1 inhibitor	PfGluPho inh	hIAP act	hIAP block	mIAP act
CN(C)S(=O)(=O)c1ccc(C(=O)Nc2ccn(C)n2)cc1	19.6	6.1	2.6	-5.7	-6.8	0.792	20.8	0.974
O=C(Nc1cccnc1)c1ccc(S(=O)(=O)c2ccccc2)cc1	-2.7	-8.4	4.3	-5.4	1.8	1.16	-15.8	0.957
O=C(O)C1C2C=CC(O2)C1C(=O)NCCc1cccc(Cl)c1 (configuration not stated)	4.7	9.7	3.4	-9.1	-5.2	1.17	-17.3	0.966
Cc1ccc(-n2c(SCC(=O)NCC3CCCO3)nc3ccccc3c2=O)cc1C (configuration not stated)	-4.3	28.5	3.7	-5.0	13.3	1	0.0	0.963
CC(C)c1ccccc1-n1c(SCc2cc(=O)oc3ccc4ccccc4c23)nnc1-c1cccnc1	-1.8	-9.9	-7.0	10.2	60.8*	0.924	7.6	1.07
Cc1cc(C)cc(NC(=O)Cc2ccc(NC3=NC4CS(=O)(=O)CC4S3)cc2)c1 (configuration not stated)	-4.2	-5.5	-2.1	0.7	-5.0	0.974	2.6	1.02
Cc1ccc2nc(N3C(=O)C(O)=C(C(=O)c4ccco4)C3c3cccc(O)c3)sc2c1 (configuration not stated)	-4.3	5.3	16.3	12.8	-4.2	0.771	22.9	0.837
CSCCC(NC(N)=O)C(=O)Nc1ccc2ccccc2c1 (configuration not stated)	3.0	-6.1	5.3	-0.5	-8.5	1.12	-11.9	0.947
COc1ccc(C2CC(=O)N(CC(=O)NCC3CCCO3)c3ccccc3S2)cc1 (configuration not stated)	-1.8	-2.1	5.7	-3.2	6.5	0.951	4.9	0.943
Cc1ccc(OCc2nnc(-c3ccc(Cl)cc3)o2)cc1	-1.2	4.5	-5.7	-0.9	1.5	1.04	-4.4	1.06
O=C(CNC(=O)Cn1ccc2ccccc2c1=O)NCCCN1CCCCCC1	-2.7	-9.7	-6.9	-2.8	15.7	0.935	6.5	1.07
C=CCN(C(=O)CCC(=O)Nc1cc(C)on1)C(C(=O)NC1CCCC1)c1cccnc1 (configuration not stated)	-6.7	-13.4	-2.9	-3.9	-11.8	1.12	-12.1	1.03
CC(C)CNS(=O)(=O)c1ccc(CCC(=O)Nc2ccc3c(c2)OCCO3)cc1	1.0	-2.6	-4.9	2.8	-1.0	1.21	-20.6	1.05
CC(C)(C)SCCNS(=O)(=O)c1ccc(F)cc1	-1.5	9.2	4.4	-5.6	12.4	0.896	10.4	0.956
Cc1sc2nc(SCC(=O)NCc3ccco3)n(C)c(=O)c2c1C	-16.7	-7.0	-6.0	-0.9	-2.7	0.987	1.3	1.06
O=C(Cn1nnc(-c2ccccc2NC(=O)c2ccccc2F)n1)NCc1ccco1	-2.4	-8.6	-7.9	-3.6	-0.2	1	-0.2	1.08
CSc1nsc(SCC(=O)N2CCN(c3ccccc3)CC2)n1	-3.6	0.7	-17.5	5.3	-13.8	1.06	-6.1	1.18
Cc1ccsc1/C=C1/SC(=O)N(CC(=O)N2CCOCC2)C1=O	1.0	-2.1	3.2	-10.1	-2.0	1.1	-10.2	0.968
COc1ccc(OCCCSc2ncccn2)cc1	-0.5	-5.8	-3.2	-0.4	19.5	0.866	13.4	1.03
CCC(CC)C(=O)Nc1cccc(C(=O)N2CCCCCC2)c1	-4.1	-1.8	-3.1	-5.9	-3.2	1.05	-5.1	1.03
O=C(CN(C(=O)c1csnn1)c1ccccc1)NCCc1ccccc1	-1.2	-4.5	3.7	3.4	7.8	0.841	15.9	0.963
Cn1c(=O)c(C(=O)CN2CCCCCC2)c(N)n(Cc2ccccc2)c1=O	2.2	-8.8	9.0	-3.1	-1.6	1.07	-6.7	0.91
CC(C)c1ccc(NC(=S)NCCc2c[nH]c3ccccc23)cc1	0.1	-9.4	-70.4	0.4	4.8	0.954	4.6	1.7
Cc1cc(C(C)(C)C)cc(C)c1C(=O)O	-1.3	-1.9	1.8	-3.8	-0.7	0.915	8.5	0.982
Cc1ccc(N(CC(=O)Nc2c(C)cccc2C)S(C)(=O)=O)cc1	-6.7	2.4	-4.1	-6.2	-9.1	1.05	-5.2	1.04
Cc1ccc(N2C(=O)Nc3ccccc3S2(=O)=O)cc1Cl	-1.4	-2.8	12.6	-13.2	8.1	0.957	4.3	0.874

Source: PubChem
